# Compound activity as filed in PubChem BioAssay.
# TTR transcr act: TTR transcription activators in neuroblastoma reporter cells, primary screen, cell-based, luminescence, SH-SY5Y, TTR promoter Gaussia luciferase; 100% = recombinant luciferase protein wells; activation, % at 16.7 µM; 92,000 compounds, 1.3% hits; AID 1117267, 2014;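 active = activation above the mean of all tested compounds plus 3 SD, cut at about 9.5% in these data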;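 also: cells exposed to compounds for one day before reading; 0% = median of all test compound wells on the plate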
# Starred values were filed as active, the others as inactive. A portion of the library, so the mix of outcomes need not match the whole.
compound	TTR transcr act
CCN(CC(=O)Nc1c(F)cccc1F)C(=O)CN1c2cccc3cccc(c23)S1(=O)=O	-1.1
O=C(O)CSc1nnc(Nc2ccccc2)n1-c1ccccc1	2.0
O=C1C=CC(=O)N1c1ccc2c(c1)C(NC(=O)C(F)(F)F)c1ccccc1-2 (stereo not given)	-2.7
COc1ccc(NC(=O)NCCN2CCc3ccccc3C2)cc1	4.7
COC(=O)/C(C#N)=C/c1c(-c2ccccc2)nc2n1CCS2	0.5
COc1ccc(CC2(C)OC(c3ccccc3)=NN2C(C)=O)cc1 (stereo not given)	-2.3
NC(=O)C1(N2CCCCC2)CCN(C(=O)c2ccc(C#CC3(O)CCCCC3)cc2)CC1	-4.2
CCn1cc(C(=O)NCc2cccc(F)c2)c(=O)c2cc(F)c(N3CCN(C(=O)c4ccco4)CC3)cc21	-6.2
O=C(NC1CCCCC1)c1cc(N2C(=O)CCC2=O)ccc1Cl	-2.7
O=[N+]([O-])c1ccccc1CNCCCCO	-1.6
CCOc1ccccc1CNC(=O)C1CCCN(c2nn3c(=O)cc(C)nc3s2)C1 (stereo not given)	1.7
Cc1ccc(NC(=O)Cc2nc(CSc3nnc(-c4ccc5c(c4)OCO5)o3)cs2)cc1	-3.0
CCOC(=O)N1CCN(C(=O)C2CCN(S(=O)(=O)c3cc(Cl)ccc3Cl)CC2)CC1	0.1
Cc1cc(C)nc(NNS(=O)(=O)c2c(F)cc(F)cc2Br)n1	0.8
COc1ccc(NC(=S)Nc2ncccc2C)c(OC)c1	-2.0
COc1ccc(CC(=O)Nc2ccc(OC)nc2)cc1	-1.0
CCN1C(=O)[C@H]2[C@H]3CN=C(SCc4ccc(C(=O)OC)cc4)N3[C@@](CC)(C(=O)OC)[C@H]2C1=O	-0.1
O=C(COC(=O)c1cccc(Br)c1)NCC1CCCO1 (stereo not given)	1.1
COc1ccc(-n2nc(C(=O)Nc3ccc4c(c3)OCO4)c3ccccc3c2=O)cc1	0.3
CCCNC(=O)Nc1cc(C)on1	2.5
O=C(Nn1c(C2CCC2)nc2ccccc2c1=O)c1cccs1	-0.6
CCN(CC)C(c1ccc(F)cc1)c1nnnn1CC1CCCO1 (stereo not given)	0.6
O=C1CCN(Cc2ccccc2)C(=O)N1	4.0
Nc1[nH]c(C(=O)c2ccccc2)c(-c2ccc(Br)cc2)c1C(=O)NCCCN1CCOCC1	2.7
Cc1ccccc1NS(=O)(=O)c1ccc(C(=O)N(C)CC(=O)Nc2ccccc2Br)cc1	9.4
COCCCN1CCN(C2Cc3ccccc3Sc3ccc(Cl)cc32)CC1 (stereo not given)	-2.5
CCCn1c(SCC(=O)Nc2cccc(S(=O)(=O)N(C)C)c2)nc2ccccc2c1=O	-0.3
Cc1cc(C(=O)Nc2ccccc2C(=O)O)ccc1NC(=O)COc1ccccc1Cl	1.0
CCOC(=O)C1CCN(C(=O)Cn2cc(C(=O)OC)c3ccccc32)CC1	0.6
CC(/C=N/n1c(COc2ccccc2)n[nH]c1=S)=C\c1ccco1	1.4
COc1cccc(/C=C/C(=O)Nc2ccccc2N2CCOCC2)c1	-1.5
CCN1/C(=C/c2ccc3cc(C)ccc3[n+]2CC)Sc2ccccc21	-6.2
CC(NS(=O)(=O)c1ccc(OCC(=O)Nc2cccc([N+](=O)[O-])c2)cc1)c1ccccc1 (stereo not given)	6.2
COC(=O)CSc1nnc(CSc2nc(C)cc(C)n2)o1	0.8
O=C(CN1C(=O)NC2(CCCCC2)C1=O)NCCc1c[nH]c2ccccc12	0.3
O=C(COC(=O)c1ccc(Cl)nc1)Nc1ccc2c(c1)OCO2	-1.2
Cc1cc(C)c(S(=O)(=O)n2ccc3ccccc32)c(C)c1	0.4
CC(C)C[C@@H](C(=O)NC1CC1)N1C(=O)N2CCc3c([nH]c4ccccc34)[C@@]2(C)C1=O	1.4
Cc1occc1C(=O)NCCc1ccc(Cl)cc1	-0.5
Nc1ccn(CCCN2CCN(Cc3cccc4ccccc34)CC2)c(=O)n1	4.2
CCOc1ccccc1NC(=O)c1ccccc1N(C)S(=O)(=O)c1ccc(C)cc1	-3.0
CCO[C@@H]1OC(C(=O)N2CCN(Cc3ccccc3)CC2)=C[C@H](c2coc3ccccc3c2=O)[C@H]1CCCO	-1.3
COc1cc2c(C(=O)N3CCN(c4cccc(Cl)c4)CC3)cn(C)c(=O)c2cc1OC	0.2
CC(=O)c1sc(-c2ccc(F)cc2)cc1NS(=O)(=O)c1ccc(C)cc1	17*
CCc1nn(CCCC(=O)N(C)Cc2ccccc2)c(=O)c2cc3occc3n12	-0.9
COC(=O)CCN1CCC2CC1c1cc(N3CCCCC3)ccc12 (stereo not given)	-1.0
COc1ccc(-c2c(-c3ccc(C#N)cc3)oc(=O)c3cc(OC)c(OC)cc23)cc1	0.7
COc1cc(OC)cc(C(=O)NNC(=O)c2ccc(-n3cncn3)c([N+](=O)[O-])c2)c1	2.9
CCCCOC(=O)/C=C\C(=O)NC(N)=O	-3.2
O=C(COC(=O)Cc1n[nH]c(=O)c2ccccc12)Nc1ncc(Cl)cc1Cl	0.4
Cc1cccc(C(=O)N=c2c(C#N)cc3c(=O)n4cccc(C)c4nc3n2Cc2ccco2)c1	-1.3
CC(=O)N1CC2(NC(=O)c3ccccc3N2)c2ccccc21 (stereo not given)	6.2
Cc1ccc(-n2nc3ccc(NC(=O)c4ccc5c(c4)OCO5)cc3n2)cc1	0.5
O=C(NCC(=O)N1CCN(S(=O)(=O)/C=C/c2ccccc2)CC1)c1ccccc1F	0.6
CC(=O)Nc1cccc(NC(=O)C2CCCN2C(=O)Nc2cccc(F)c2)c1 (stereo not given)	0.7
COc1ccc(Br)cc1C(=O)NC(=S)Nc1c(C)n(C)n(-c2ccccc2)c1=O	-3.2

# Two of the compounds above, as labelled records:
O=C(NCC(=O)N1CCN(S(=O)(=O)/C=C/c2ccccc2)CC1)c1ccccc1F
  TTR transcr act = 0.6
CCCCOC(=O)/C=C\C(=O)NC(N)=O
  TTR transcr act = -3.2

# The listing picks up, starting 3 compounds before the break.
Compound | TTR transcr act
O=C(NCC(=O)N1CCN(S(=O)(=O)/C=C/c2ccccc2)CC1)c1ccccc1F | 0.6
CC(=O)Nc1cccc(NC(=O)C2CCCN2C(=O)Nc2cccc(F)c2)c1 (stereo not given) | 0.7
COc1ccc(Br)cc1C(=O)NC(=S)Nc1c(C)n(C)n(-c2ccccc2)c1=O | -3.2
Cc1cc(C)n2c(nc3ccccc32)c1C(=O)NN | 0.7
COc1ccccc1N1C(C)=CC(=C(C#N)c2nc3ccccc3s2)C=C1C | -0.2
CC(C)CCNC(=O)CNC(=S)N(CCCN1CCOCC1)Cc1cccs1 | -0.5
COc1cccc(/C=N/n2c(-c3cc(C)[nH]n3)n[nH]c2=S)c1OC | -2.2
CSCCC(NS(=O)(=O)c1cc(C(=O)O)ccc1Cl)C(=O)O (stereo not given) | 1.2
Cc1cccc(C)c1NC(=O)CN(C)C(=O)/C=C/c1cccs1 | 1.8
Clc1ccc(/C=N/NC2=Nc3cccc4cccc2c34)cc1 | -2.3
Cc1ccc(/C=C/C(=O)O)cc1S(=O)(=O)NCCCO | 2.5

# 4 entries from above in another layout.
COc1cccc(/C=N/n2c(-c3cc(C)[nH]n3)n[nH]c2=S)c1OC
  TTR transcr act = -2.2

CSCCC(NS(=O)(=O)c1cc(C(=O)O)ccc1Cl)C(=O)O (stereo not given)
  TTR transcr act = 1.2

Cc1cccc(C)c1NC(=O)CN(C)C(=O)/C=C/c1cccs1
  TTR transcr act = 1.8

Clc1ccc(/C=N/NC2=Nc3cccc4cccc2c34)cc1
  TTR transcr act = -2.3

# Following part
Compound | TTR transcr act
Fc1cccc(NC(=S)NCc2ccccc2Cl)c1 | 0.2
C/C(=C/C(=O)N1CCc2ccccc21)C(=O)O | 0.5
CC(C)(C)NC(=O)COC(=O)c1ccc(Cl)nc1 | 0.3
Cc1ccccc1NC(=O)Cn1c(O)c(N=NC(=O)c2ccccc2O)c2ccccc21 | -0.6
COc1ccc(N2CCN(C3CCCN(Cc4ccc(F)c(F)c4)C3)CC2)cc1 (stereo not given) | 1.5
Cc1cc(Cl)ccc1N(CC(=O)N=Nc1c(O)[nH]c2ccccc12)S(C)(=O)=O | -1.2
Cc1ccc2cc(CN(CC(C)C)C(=O)C3CCCO3)c(=O)[nH]c2c1 (stereo not given) | 9.1
CCC(=O)Nc1nc(N)n(-c2ccccc2)n1 | 1.8
N=NC(=O)c1ccccc1Nc1c(O)[nH]c2ccccc12 | 1.1
COc1ccc(/C=N/Nc2nc(NCc3ccco3)nc(Nc3ccc(OC)cc3)n2)cc1 | -0.9
CN(CCc1ccccc1)C1CCCN(S(=O)(=O)c2cccc(F)c2)C1 (stereo not given) | 2.8
Cc1ccc(F)cc1NC(=O)C1CCN(c2cnccn2)CC1 | 0.9
O=C(CSc1nnc(NC(=O)C2CC2)s1)NCc1cccs1 | -2.2
Cc1ccc(-n2nnnc2SCn2nnc3ccccc3c2=O)c(C)c1 | -0.3
CC1CCc2sc(C(=O)OCC(=O)NC(C)C)cc2C1 (stereo not given) | 2.5
Cc1ccc(C(=O)NCCNC(=O)c2cnccn2)cc1 | -0.5
CCN(CC)S(=O)(=O)c1ccc(C(=O)N2CCN=C2SC)cc1 | -0.1
Cn1cc(S(=O)(=O)NC2CCCCCC2)c(=O)n(C)c1=O | 1.7
CCN(CC(=O)Nc1ccc(C(C)=O)cc1)CC(=O)Nc1ccc2c(c1)OCCO2 | -1.7
CC(NC(=O)c1cccs1)c1ccc2c(c1)OCO2 (stereo not given) | 2.8
COc1ccc(NC(=S)N2CCC(NC(=O)c3ccco3)CC2)cc1 | 2.8
CC(c1ccccc1)N1C(=O)C2C3C=CC(C4CC34)C2C1=O (stereo not given) | -0.8
C#CCOCCOCCOCCNc1nc(N2CCN(C(=O)[C@H]([C@@H](C)CC)n3cc(CCCCN)nn3)CC2)nc(N2CCN(C(=O)[C@H]([C@@H](C)CC)n3cc(CCCN=C(N)N)nn3)CC2)n1 | 0.0
COCc1[nH][nH]c(=O)c1C=Nc1ccc(C(F)(F)F)cc1 | 4.8
CCC(=O)N1CCN(c2ccc(NC(=O)c3ccc([N+](=O)[O-])o3)cc2Cl)CC1 | -3.3
COc1ccc(Cl)cc1C(=O)Nc1ccncc1 | -0.5
Cc1ccc(N2C(=O)c3ccccc3C2C(=O)c2cc(C)ccc2O)cc1 (stereo not given) | -0.3
O=C(COc1ccc(Cl)cc1Cl)NCCSc1ccc(Cl)cc1 | -2.8
O=C1OCc2ccc([N+](=O)[O-])cc21 | 0.8
C=CCOc1ccc(-c2n[nH]c(=S)o2)cc1 | -2.1
CCOC(=O)N1CCN(C(=O)C[C@@H]2C(=O)N3CCCC4=C3[C@@]2(C(=O)OC)CCCC4)CC1 | -0.6
CC1(C)CC(NC(=O)N2c3ccccc3Sc3ccccc32)CC(C)(C)N1 | -0.6
CCCCOc1cccc(C(=O)Nc2ccc(NC(=O)c3cccs3)cc2)c1 | -1.6
COc1cc(NC(=O)[C@H]2O[C@@H](n3cnc4c(N)ncnc43)[C@H](O)[C@@H]2O)cc(OC)c1OC | 4.2
NC(=O)CCN1CCN(Cc2nc(C(c3ccccc3)c3ccccc3)no2)CC1 | -1.0
NCCCC[C@H]1CN=C(N)N1CCCCC1CCCCC1 | -2.7
COc1cccc(N2CCN(c3ccc4nnc(CCC(=O)Nc5ncccc5C)n4n3)CC2)c1 | 0.1
Cc1ccc(-c2nc3ccccc3s2)cc1NC(=S)NC(=O)c1ccccc1 | -2.6
O=C(CNc1cccc2ccccc12)N/N=C/c1ccc(C(=O)O)cc1 | -0.8
COc1ccc(C2=C(C=Nc3c(C)n(C)n(-c4ccccc4)c3=O)C(c3ccccc3C)c3ccccc3O2)cc1OC (stereo not given) | -1.9
Cn1nnnc1SCC(=O)N1CCN(C(=O)c2ccco2)CC1 | -1.4
Cc1ccn2c(CN(C)CCn3nc(C)cc3C)c(C(=O)N3CCCCCC3)nc2c1 | 0.9
Cc1cccc(/C(N)=N/OC(=O)COc2ccc(Cl)c(C)c2)c1 | 11*
COC(=O)CCC(C)C1CCC2C3C(OC(C)=O)CC4CC(O)CCC4(C)C3CC(O)C12C (stereo not given) | 0.7
COc1ccc2nc(Nc3ccccc3OC)sc2c1 | -2.5
C=CCNC(=O)NC(=O)COC(=O)c1ccccc1Sc1ccc(C(F)(F)F)cc1[N+](=O)[O-] | -1.2
O=C(COC(=O)CC1CCCC1)Nc1ccc(Cl)cc1 | -0.5
Cc1oc(-c2cc(F)ccc2F)nc1CN1CCN(c2cnccn2)CC1 | 3.0
O=C(c1ccc2nc(N3CCCCC3)sc2c1)N1CCN(Cc2ccc3c(c2)OCO3)CC1 | -1.7
Cn1cc(CN2CCN(CCO)CC2)c(-c2ccc(Oc3ccccc3)cc2)n1 | -0.4
O=C(O)CC(Cn1cnnn1)c1ccccc1 (stereo not given) | 2.2
CCCOc1ccc(NC(=O)CC2C(=O)N(CC)C(=S)N2CCNC(C)=O)cc1 (stereo not given) | 1.6
CC(=O)c1nn(-c2ccccc2)cc1C(=O)c1ccc(C)cc1 | 0.4
Cc1ccc(-n2c(SCC(=O)NC3CCCCC3)nc3c(c2=O)SCC3)cc1 | 1.5
O=C1CCC(=O)c2ccc3c4c(ccc1c24)CC3 | 6.2
O=C1NCCc2onc(-c3ccc(Br)cc3)c21 | 0.2

# Going on with the list.
Compound | TTR transcr act
O=C(CCC1CCCN(c2ncccn2)C1)NCc1ccccc1F (stereo not given) | -1.5
CC(=O)c1cccc(S(=O)(=O)N2CCC(n3nnc4cc(F)ccc43)CC2)c1 | -1.6
Nc1nonc1-n1nnc(C(=O)N/N=C/c2ccc(O)cc2)c1COc1ccc(F)cc1 | -0.4
S=C(c1ccc(-c2ccc(Br)cc2)o1)N1CCCCC1 | 1.9
COc1ccccc1C=NN1C(=O)CSC1=S | 0.5
Cc1ccc2[nH]c(=O)c(CN(CCc3ccccc3)C(c3nnnn3Cc3ccco3)C(C)C)cc2c1 (stereo not given) | -2.4
